Screening results (PubChem BioAssay)
GRK2 inh: human GRK2 inhibition via aptamer displacement. bead flow cytometry, FAM-aptamer displacement from GRK2. inhibition of aptamer binding, % at 10 µM. AID 488847. P25098. 0.59% of 330,000 active;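 active = inhibition of aptamer binding above 40%, roughly 3 SD of noise, on plates passing a quality check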;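 note: median bead fluorescence of bound FAM aptamer so fluorescent compounds give negative values; no value below 0 was filed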
GLD-1 RNA inh: GLD-1-TGE RNA interaction inhibition (C. elegans); purified GLD-1 + fluorescein TGE RNA, fluorescence polarization; inhibition, % at 5.96 µM; 0.44% of 320,000 active;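 active = percent inhibition above a per-plate cutoff, the plate mean of test compounds plus 3 SD, cut at about 30% in these data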;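 note: 0% = DMSO wells with GLD-1 and probe and 100% = wells lacking GLD-1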
MEX-5 binding: C. elegans MEX-5 TCR-2 RNA binding activity; Q9XUB2; MEX-5/FITC-TCR2 RNA binding, fluorescence polarization; active compounds read low; activity score (negative = inhibition of binding), % at 10 µM; 0.38% of 300,000 active; AID 1832;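 active = inhibition past about -25% in most replicates, and total fluorescence under double the plate's negative control median, limit read from the data; inconclusive = replicates evenly split on the limit, or fluorescence at least double controls; inactive = too little inhibition in most replicates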;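 note: 0% = DMSO and -100% = 5 µM competing unlabeled TCR2 RNA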
MCL1 BIM primary: disrupts human MCL1 binding to BIM-BH3 peptide; Q07820; GST-MCL1 / FITC-Bim-BH3 fluorescence polarization; inhibition, % at 10.9 µM; 0.68% of 320,000 active;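 active = inhibition above the mean inhibition of all tested compounds plus 3 SD, set per campaign, cut at about 40% in these data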;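 note: 0% = DMSO wells and 100% = unlabeled Bim-BH3 peptide control; higher means more loss of mP so more displacement of Bim peptide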
Fam108B counter: counter-screen for RBBP9 inhibitors: inhibitors of mouse Fam108B; recombinant Fam108B, FP-Rh probe fluorescence polarization; inhibition, % at 9.51 µM; 0.33% of 300,000 active; AID 1947;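 active = inhibition above the screen mean inhibition plus 3 SD, computed separately per campaign, cut at about 18% in these data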;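 note: inhibitors lower polarization as less probe binds the enzyme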
CIT2-GFP yeast: yeast TOR pathway CIT2-GFP modulation; 0.065% of 320,000 active; AID 2029; S. cerevisiae CIT2-GFP strain, flow cytometry, 3 h; 100 means same as DMSO wells; GFP response vs DMSO, % at 10 µM;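 active = GFP response relative to DMSO above a set limit, near the screen mean plus 3 SD, cut at about 150% in these data; inconclusive = Fewer than 70 cells measured for a yeast strain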;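 note: ratio of well median GFP fluorescence to mean of DMSO wells on the plate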
VLA-4 inh: inhibition in a human VLA-4 binding assay | P13612 | VLA-4 expressing cells, ligand binding flow cytometry | inhibition, % (about 7 µM as worked out from the volumes in the protocol) | 0.2% of 330,000 active | AID 2557; in the data active = inhibition above about 50%
Target sequence (P13612 whole entry, looked up): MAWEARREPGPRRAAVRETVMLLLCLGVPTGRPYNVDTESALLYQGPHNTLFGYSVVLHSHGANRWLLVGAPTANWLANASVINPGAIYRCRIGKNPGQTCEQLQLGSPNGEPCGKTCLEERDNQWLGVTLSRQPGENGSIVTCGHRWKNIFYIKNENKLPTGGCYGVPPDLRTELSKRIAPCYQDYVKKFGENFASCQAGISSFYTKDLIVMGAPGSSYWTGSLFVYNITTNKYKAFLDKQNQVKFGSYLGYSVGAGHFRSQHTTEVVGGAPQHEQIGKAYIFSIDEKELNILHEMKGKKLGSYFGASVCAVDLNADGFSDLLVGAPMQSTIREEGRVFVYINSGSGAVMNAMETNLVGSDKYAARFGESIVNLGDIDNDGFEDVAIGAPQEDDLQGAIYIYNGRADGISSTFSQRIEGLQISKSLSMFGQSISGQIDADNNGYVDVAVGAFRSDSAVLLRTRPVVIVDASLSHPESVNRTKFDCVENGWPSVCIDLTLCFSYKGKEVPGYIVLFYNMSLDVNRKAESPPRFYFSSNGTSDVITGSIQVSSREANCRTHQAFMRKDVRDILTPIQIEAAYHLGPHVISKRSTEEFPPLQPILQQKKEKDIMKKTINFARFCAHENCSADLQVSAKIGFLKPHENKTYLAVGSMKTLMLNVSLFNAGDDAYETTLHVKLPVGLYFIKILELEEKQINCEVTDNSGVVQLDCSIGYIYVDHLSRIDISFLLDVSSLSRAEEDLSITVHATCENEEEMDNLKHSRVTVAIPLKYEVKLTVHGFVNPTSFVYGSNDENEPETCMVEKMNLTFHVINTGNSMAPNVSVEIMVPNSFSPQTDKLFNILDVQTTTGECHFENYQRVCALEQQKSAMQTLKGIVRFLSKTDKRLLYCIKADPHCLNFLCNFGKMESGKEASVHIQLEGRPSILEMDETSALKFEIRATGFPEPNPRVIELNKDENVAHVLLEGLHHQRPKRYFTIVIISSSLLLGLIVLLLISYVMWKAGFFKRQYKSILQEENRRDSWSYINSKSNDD
BCLXL inh: Bcl-xL (human) inhibition. 0.7% of 320,000 active. inhibition, % at 10.9 µM. GST-Bcl-xL / FITC-Bim BH3 peptide fluorescence polarization. AID 2129;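 active = inhibition above the mean of all tested compounds plus 3 SD, cutoff set per campaign, cut at about 30% in these data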;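 note: 0% = DMSO wells and 100% = unlabeled Bim-BH3 peptide competitor; inhibitors lower millipolarization by displacing the labeled peptide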
AGP1-GFP MLPCN: modulators of TOR pathway AGP1-GFP in S. cerevisiae; 0.02% of 320,000 active; S. cerevisiae AGP1-GFP multiplex flow cytometry, 3 h; GFP as percent of DMSO wells; GFP response vs DMSO, % at 10 µM; AID 2066;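 active = GFP response relative to DMSO above a set limit, near screen average plus 3 SD, cut at about 150% in these data; inconclusive = fewer than 70 cells counted for the yeast strain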;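 note: median GFP channel fluorescence of the gated AGP1 strain per well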
Active calls of the source: *; ? = inconclusive; . = no result given; [ ] = remark or other dose.

SMILES | GRK2 inh | GLD-1 RNA inh | MEX-5 binding | MCL1 BIM primary | Fam108B counter | CIT2-GFP yeast | VLA-4 inh | BCLXL inh | AGP1-GFP MLPCN
CC(C)(C)C(=O)N1CCN(c2ccc(NC(=O)c3ccco3)cc2)CC1 | 3 | -6 | -1.7 | 4 | 3 | 107 | 3 | 2 | 101
Cc1cccc(NC(=O)c2ccc(OCc3c(C)noc3C)cc2)c1C | 0 | 2 | . | . | . | 97 | -12 | . | 100
Cc1ccccc1-n1c(Cn2c(=O)sc3ccccc32)nnc1SCC(=O)N1CCOCC1 | 0 | 4 | . | -4 | 1 | 101 | -19 | -12 | 108
Cc1cccc(C)c1N/C=C/c1onc(C)c1[N+](=O)[O-] | 0 | 6 | -2.0 | 0 | -13 | 108 | -11 | -1 | 99
CCc1ccc(NC(=O)COC(=O)C2(c3ccc(Cl)cc3)CCCC2)cc1 | 3 | 3 | 0.0 | -9 | -10 | ? | -3 | 1 | 14[may fluoresce violet]
O=C(Nc1ccc2c(c1)OCCO2)c1cccc(C(=O)Nc2ccc3c(c2)OCCO3)c1 | 0 | -1 | 2.2 | 7 | 7 | 97 | 2 | 3 | 99
Cc1cccc(N2C(=O)CC(N3CCN(c4ccc(Cl)cc4)CC3)C2=O)c1 (centres undefined) | 0 | 3 | 3.3 | 3 | 4 | 101 | 5 | 4 | 93
COc1cc(C(=O)N2CCNCC2)cc(OC)c1OC | 1 | 8 | -2.3 | 8 | -1 | 101 | 3 | -5 | 100
O=C(Nc1ccc(NC(=O)c2ccccn2)cc1)C(=O)Nc1ccc2c(c1)OCCO2 | 1 | 1 | 1.4 | 5 | -22 | 108 | 5 | 6 | 106
O=C1C2(CCCC13COC(c1ccc(O)cc1)OC3)COC(c1ccc(O)cc1)OC2 (centres undefined) | 0 | 2 | 0.3 | 3 | -2 | 101 | -2 | 8 | 98
CC(C)c1ccc2[nH]c3c(c2c1)CCCC3=O | 0 | -2 | -0.2 | 1 | 2 | 106 | 10 | 2 | 105
N#C/C(=C(/O)CN1CCN(c2ccccc2F)CC1)c1nc(-c2ccccc2)cs1 | 0 | -3 | 3.6 | 8 | 4 | 96 | -66 | 6 | 99
CC(=O)c1ccc(N2CCN(C(=O)CCCn3c(=O)[nH]c4ccc(Br)cc4c3=O)CC2)cc1 | 3 | -4 | -3.4 | 3 | -3 | 77 | -5 | 1 | 106
COCC(=O)N(Cc1cc2ccc(C)c(C)c2n2nnnc12)C1CCCC1 | 2 | -2 | -0.1 | -7 | 3 | 75 | 0 | -1 | 94
COCCC(=O)N1CCC(Oc2ccc(C(=O)NCc3ncc(C)[nH]3)cc2)CC1 | 2 | 9 | 1.6 | 6 | 2 | 103 | 8 | 3 | 106
Cc1ccc(-c2nnn(CC(=O)N(c3ccc(F)cc3)C(C(=O)NC3CCCC3)c3ccco3)n2)o1 (centres undefined) | 0 | 3 | -0.8 | 7 | 0 | 101 | -5 | 6 | 106
Cc1ncoc1C(=O)N1CCc2c([nH]c3ccccc23)C1c1ccccc1F (centres undefined) | 0 | -5 | -1.5 | 5 | 0 | 96 | 14 | 4 | 99
Cc1ccc(C(C(=O)NCC2CCCO2)N(C(=O)c2snc(C(N)=O)c2N)c2ccc3c(c2)OCCO3)cc1 (centres undefined) | 4 | -4 | -1.8 | -1 | 5 | 89 | -10 | 1 | 17
CC(=O)NCc1ccc(S(=O)(=O)N2CCN(c3ccccn3)CC2)cc1 | 0 | 6 | -1.2 | 4 | 2 | 100 | -3 | 10 | 96
COc1ccc(O)c(CN2CCCC(N3CCN(c4ccc(F)cc4)CC3)C2)c1 (centres undefined) | 4 | 0 | -1.7 | 10 | 0 | 105 | -1 | -3 | 125
O=C1Nc2ccccc2C1=Nc1ccc(-c2nnc3n2CCCCC3)cc1 | 3 | 9 | -6.8 | 4 | -4 | 93 | 31 | 0 | 97
COc1nc(-c2ccc3c(c2)OCO3)n(-c2ccc(NC(=O)CSc3ccccc3)cc2)n1 | 0 | 3 | -1.0 | -1 | -7 | 98 | 42 | 5 | 85
COc1ccc(CCNC(=S)N2CCN(S(=O)(=O)c3ccc(F)cc3)CC2)cc1 | 1 | 0 | -1.2 | 6 | -6 | 101 | 18 | 3 | 114
CC(C)[C@]1(c2ccccc2)ON(c2ccccc2C(F)(F)F)C1=O | 0 | 1 | . | -4 | . | 94 | 18 | 2 | 93
Cc1ccc(S(=O)(=O)N2CCCN(C(=O)c3cc4ccccc4[nH]3)CC2)cc1 | 0 | 3 | -2.2 | -3 | -7 | 103 | -8 | -3 | 101
Cc1nn(Cc2ccc(Cl)cc2Cl)c(C)c1NC(=O)c1sc2ccccc2c1Cl | 0 | 7 | 1.5 | 1 | -6 | 112 | -6 | 9 | 109
CC(OC(=O)c1ccncc1)C(=O)Nc1cccc([N+](=O)[O-])c1 (centres undefined) | 1 | 1 | -5.9 | 3 | 0 | 99 | 16 | 3 | 101
CCN(CC)CCn1c(C)nc2ccccc21 | 0 | 6 | 0.2 | 7 | -2 | 106 | -15 | 5 | 94
CC(Oc1ccc(Cl)cc1Cl)C(=O)NCCCn1ccnc1 (centres undefined) | 0 | -1 | 3.7 | -4 | -1 | 101 | 18 | 3 | 109
COc1ccc(-c2csc(NC(=O)CCCc3nc4ccccc4c(=O)[nH]3)n2)cc1OC | 2 | 8 | -2.6 | -12 | 5 | 89 | 0 | -11 | 100
NC(=O)c1ccc(-n2nnnc2SCC(=O)Nc2ccccc2)cc1 | 0 | 2 | 0.8 | -1 | 3 | 94 | -3 | 5 | 95
Cc1ccsc1C(=O)OCC(=O)Nc1cccc(F)c1 | 0 | -1 | . | 1 | . | 86 | 6 | -1 | 93
O=C(CCNS(=O)(=O)c1ccc(Br)cc1)NCCc1ccc(Cl)cc1 | 1 | 8 | 0.2 | -6 | -2 | 100 | 16 | 1 | 103
Cc1ccc(NC(=O)CCNS(=O)(=O)c2ccc3[nH]c(=O)oc3c2)cc1N(C)C | 2 | 2 | -0.2 | 4 | -2 | 98 | 20 | 6 | 105
C/C(Cn1nnc([N+](=O)[O-])n1)=N\NC(=O)c1ccc(O)cc1 | 3 | 5 | . | 5 | -3 | 98 | -1 | 3 | 103
COc1ccc(-c2cc(C(=O)Nc3cc(C)on3)no2)cc1OC | 0 | 2 | -0.3 | -5 | -1 | 98 | 7 | 1 | 103
O=C(NCCc1cnc[nH]1)c1cccs1 | 0 | 4 | 1.1 | 4 | -4 | 90 | 8 | 3 | 89
CC1CCC2(CC1)NC(=O)N(CC(=O)N1CCN(C(=O)c3ccco3)CC1)C2=O (centres undefined) | 3 | 2 | . | -1 | . | 100 | -5 | 7 | 98
COc1ccccc1C(=O)NC(=O)COC(=O)CCOc1cc(C)ccc1C | 0 | -3 | -0.2 | -2 | 0 | 104 | 7 | 1 | 108
Cc1nn(C)c(C)c1CCC(=O)O | 0 | 4 | -0.8 | 3 | 1 | 93 | 1 | 1 | 98
COc1ccccc1CCC(=O)OCC(=O)NC1CCCC1 | 1 | -1 | 0.9 | 1 | -5 | 98 | -4 | 4 | 113
Cc1onc(-c2ccccc2)c1C(O)c1ccc(F)cc1 (centres undefined) | 2 | -4 | 2.7 | -6 | 3 | 95 | -3 | 6 | 97
CCCCn1c(NCCN(C)C)nc2c1c(=O)[nH]c(=O)n2C | 1 | -3 | 3.1 | -1 | -2 | 101 | 5 | 4 | 103
Nc1nc(N)nc(-c2ccc(Oc3ccccc3)cc2)n1 | 0 | 1 | 1.0 | 4 | 0 | 97 | 38 | 3 | 98
O=C(O)CSc1nnc(COc2ccccc2)n1-c1ccccc1 | 0 | 4 | -1.8 | -13 | -1 | 96 | -8 | 3 | 99

Full records as entered above. Values in the order: GRK2 inh | GLD-1 RNA inh | MEX-5 binding | MCL1 BIM primary | Fam108B counter | CIT2-GFP yeast | VLA-4 inh | BCLXL inh | AGP1-GFP MLPCN
Nc1nc(N)nc(-c2ccc(Oc3ccccc3)cc2)n1 in the list: 0 | 1 | 1.0 | 4 | 0 | 97 | 38 | 3 | 98
Cc1ccsc1C(=O)OCC(=O)Nc1cccc(F)c1 in the list: 0 | -1 | . | 1 | . | 86 | 6 | -1 | 93

(more compounds)
SMILES | GRK2 inh | GLD-1 RNA inh | MEX-5 binding | MCL1 BIM primary | Fam108B counter | CIT2-GFP yeast | VLA-4 inh | BCLXL inh | AGP1-GFP MLPCN
O=C(COC(=O)c1ccccn1)Nc1ncc(C(F)(F)F)cc1Cl | 0 | 9 | -7.1 | 1 | -4 | 104 | 5 | 3 | 103
CCOc1ccc(-n2c(O)c(/C=N/Nc3nnc(C)c(=O)[nH]3)c3ccccc3c2=O)cc1 | 0 | -26 | -2.5 | -4 | 12 | 110 | -94 | -9 | 102
COc1ccc(C2/C(=C(/O)c3ccccc3)C(=O)C(=O)N2C)cc1OC (centres undefined) | 4 | 7 | 2.8 | 14 | 0 | 113 | 2 | 2 | 103
Cc1cc([N+](=O)[O-])ccc1NC(=O)CSc1nncn1-c1ccccn1 | 0 | 0 | -0.6 | -5 | -3 | 99 | 0 | 2 | 104
Cc1cc2c(NC(=O)CC(C)(C)CC(=O)O)cccc2nn1 | 1 | 8 | -3.5 | 21 | 4 | 102 | 18 | 14 | 99
O=C(O)Cc1ccc(NS(=O)(=O)c2ccccc2Br)cc1 | 3 | -7 | -0.8 | 1 | -1 | 102 | 3 | 6 | 109
O=C(Nc1ccc(F)c(F)c1)c1ccccc1 | 0 | 1 | . | -3 | 4 | 86 | -5 | 6 | 85
C[C@]12C=CC(=O)C=C1CC[C@@H]1C2C(O)C[C@@]2(C)C1CC[C@]2(O)C(=O)COC(=O)CCC(=O)NC(CC(=O)O)C(=O)O (some centres undefined) | 2 | 7 | 0.2 | -3 | -5 | 97 | -5 | 2 | 101
O=C(Nc1cccc2ccccc12)C12CC3CC(C1)CC(n1cnc([N+](=O)[O-])n1)(C3)C2 | 1 | 0 | -0.2 | -13 | 5 | 112 | 10 | 4 | 106
CCOc1ccc(NC(=O)c2ccc(N3CC4CC(C3)c3cccc(=O)n3C4)c(NC(=O)CCN3CCOCC3)c2)cc1 (centres undefined) | 1 | -7 | -2.0 | -1 | -6 | 93 | -4 | 2 | 95
NC(=O)c1cc2cc(Cl)ccc2o/c1=N/NC(=O)c1cccs1 | 0 | -5 | -1.4 | -3 | -4 | 102 | 14 | 7 | 105
CN(C)S(=O)(=O)c1ccc(NC(=O)CSc2ncnc3ccccc23)cc1 | 2 | 1 | -2.6 | -17 | 2 | 104 | 6 | -5 | 106
CCCCCn1c(=O)c2ccccc2n2c(CCl)nnc12 | 0 | -2 | -1.2 | -4 | -2 | 102 | 20 | 7 | 109
CC(C)OC(=O)C1C(=O)CC(C)(O)C(C(=O)OC(C)C)C1c1cccc(O)c1 (centres undefined) | 0 | 5 | -0.4 | -10 | 0 | 96 | -1 | -3 | 98
COc1ccc(C(Nc2ccccn2)c2c(NC(=O)c3ccco3)sc(C)c2C)cc1 (centres undefined) | 10 | 2 | -0.7 | 17 | 2 | 107 | -3 | 6 | 103
CC(C)CCNC(=O)CCn1c(=S)oc2ccccc21 | 43* | 5 | 0.3 | 6 | 0 | 107 | -5 | 4 | 102
CCc1nc(SCC(=O)N2CCCCCC2)c2c(=O)n(C)c(=O)n(C)c2n1 | 2 | -1 | -0.2 | 4 | 1 | 105 | 7 | -1 | 108
Cc1cc(SCC(=O)NN)c2cc(Br)ccc2n1 | 1 | -3 | 6.5 | 4 | -1 | 91 | 16 | 4 | 92

Rows were taken by chance; overall some 2.2% were active at least once.
